Akt phos inh = blocks phosphorylation of Akt | AID 651550 | 360,000 tested, 0.32% active | Neuro2A IGF-stimulated pAkt S473 HTRF, 20 min; hits give low values | activity change, % for hits at 50 µM; in the data active means activity change below about -80%; inconclusive means mostly about -51% to -80%; further: on the % scale 0 is the no-effect control and ±100 the full control effect
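Single-point screen (50 µM final compound) in Neuro2A cells stimulated 20 min with 6 nM IGF at 37 deg C. After lysis, Ser473-phosphorylated Akt read by HTRF (ex 330 nm, em 615/665 nm) as the 665/615 ratio.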
A549 tox = kills or reduces viability of A549 cells in Nrf2 counter-screen. A549 ARE-Fluc cells, CellTiter-Fluor viability, 18-24 h. Potency, µM (doses to about 46 µM), for inactives: at the top dose activity change, negative = cytotoxicity, hits mostly inhibitors. 390,000 tested, 0.16% active. AID 504648; further: potency means the concentration at half of the fitted maximal effect; on the % scale 0 is the no-effect control and ±100 the full control effect
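A549 ARE-Fluc cells in 5% FBS OPTI-MEM, 5000 cells/well, rested 2 h then exposed to compounds in concentration-response for 18-24 h at 37 °C. Viability by CellTiter-Fluor fluorescence (Ex 405/Em 525) after 30 min; luciferase luminescence (BugLite, 15 min, RT) read afterwards.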
Nrf2 inh = blocks Nrf2 signaling; A549 ARE-Fluc reporter, luciferase luminescence, 18-24 h; Potency, µM (highest dose often 46 µM), for inactives: at the top dose activity change, negative = inhibition, usual class: inhibitors; 360,000 tested, 2.1% active; AID 504444; further: potency means the concentration at half of the fitted maximal effect; on the % scale 0 is the no-effect control and ±100 the full control effect; nearly all actives have a fitted effect of over 60% in size
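Two sequential reads on A549 ARE_Fluc cells exposed to compound for 18-24 h: a CellTiter-Fluor fluorescence read for viability, then a luciferase luminescence read for Nrf2/ARE activity.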
Nrf2 activator = activates Nrf2 signaling; AREc32 ARE-luciferase reporter (MCF7-derived line), luminescence, 24 h; Potency, µM (series often up to 46.1 µM), inactives show at the highest dose activation, actives largely listed as activators; 410,000 tested, 0.31% active; further: potency means the concentration at half of the fitted maximal effect; % of control where 0% means no effect; nearly all actives have a fitted effect of over 65% in size
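Steps: seed AREc32_Fluc cells (1000/well, 5% FBS OPTI-MEM); incubate overnight at 37 deg C; add 23 nL compound; incubate 24 hr; add Steady-Glo; hold 30 min RT; read luminescence.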
HepG2 tox = HepG2 cytotoxicity, counter-screen for TGF-b inhibitors; Potency, µM (doses to about 46.1 µM), inactives show at the top dose activity change, negative = cytotoxicity, hits mostly cytotoxic; 410,000 tested, 0.76% active; HepG2 CAGA-GFP viability, ATP luminescence, 18 h; further: potency means the concentration at half of the fitted maximal effect; some results filed as inactive show a strong effect at the top dose
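HepG2 CAGA-GFP cells (1000/well, DMEM with 1% FBS) received compound, then TGF-beta at 500 pg/mL final, and were incubated 18 hours at 37 degrees C. Viability was read by CellTiter-Glo luminescence. Media-only wells were set as complete cell-killing and DMSO as no toxicity.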
ATXN viability = viability counter-screen for ATXN expression inhibitors. AID 651635. Potency, µM (series often up to 56.7 µM), usual class: cytotoxic. S2 cells (HEK-293 line with an ATXN2-luciferase reporter) viability, CellTiter-Fluor protease fluorescence, 24 h. 400,000 tested, 0.49% active; further: potency means the concentration at half of the fitted maximal effect; nearly all actives have a fitted effect of over 40% in size
CCT modulator = modulators of cytosolic chaperonin (CCT/TRiC) activity; 360,000 tested, 0.3% active; AID 651819; activity change, % (test concentration not listed), hits read low; purified chaperonin ATPase assay, HTRF ADP detection, 30 min; in the data active means activity change below about -30%; further: on the % scale 0 is the no-effect control and ±100 the full control effect
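First, chaperonin was dispensed at 40 nM or 20 nM final depending on batch activity. Next, compounds were pinned at 76 uM and ATP added at 10 uM. After 30 min at 37 °C, ADP detection reagents ran 30 min at ambient temperature.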
Mm-Cpn inhibitor = M. maripaludis TRiC chaperonin inhibition. purified Mm-Cpn ATPase, ADP Transcreener TR-FRET. Potency, µM (highest dose often 76.9 µM), for inactives: top-dose activity, negative = inhibition, usual class: inhibitors. 330,000 tested, 0.031% active. AID 504842; further: potency means the concentration at half of the fitted maximal effect; on the % scale 0 is the no-effect control and ±100 the full control effect; nearly all actives have a fitted effect of over 80% in size
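ATP (10 uM final) was added to archaeal chaperonin (25 nM final) after 10 min exposure to test compound at 37°C; after 30 min further incubation, ADP was detected by competitive TR-FRET.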
TGFb SMAD3 inh = inhibitors of TGF-b signaling; HepG2 CAGA-GFP TGF-b/SMAD3 reporter, GFP fluorescence, 18 h; TGF-beta stimulated, 500 pg/mL final; Potency, µM (doses to about 46.1 µM), inactives show at the top dose activity, negative = inhibition, usual class: inhibitors; 410,000 tested, 1.2% active; further: potency means the concentration at half of the fitted maximal effect; on the % scale 0 is the no-effect control and ±100 the full control effect; nearly all actives have a fitted effect of over 65% in size
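First, reporter cells (HEPG2 CAGA-GFP) rested 2 h at 37 degrees C. Next, compounds were pinned in and TGF-beta added to 500 pg/mL final. After 18 h, GFP was imaged per cell and summed per well.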
* marks the source's active call; other numbers are inactive results; i = inactive; ? = inconclusive; nt = not tested or not shown; [ ] = remark or other dose. Unless noted, the call rests on the fitted dose curve; in most records, active means well fitted curve in the direction sought with a large enough effect; inconclusive means small, poorly fitted or top-dose-only effect, or another doubt; inactive means no such curve, though single readings can be large; an effect the other way counts as inactive or inconclusive.

Every second line gives: Akt phos inh	A549 tox	Nrf2 inh	Nrf2 activator	HepG2 tox	ATXN viability	CCT modulator	Mm-Cpn inhibitor	TGFb SMAD3 inh
O=C(Nc1ccc(C(=O)N2CCCCC2)cc1)c1ccccc1
 : i	-11%	1%	3.8%	-40%	i	-2.1	nt	2%
O=C(c1cccc(C(F)(F)F)c1)N1CCOC12CCN(c1ncc(C(F)(F)F)cc1Cl)CC2
 : i	-14%	26µM*	0.0%	-46%	i	-2.3	nt	?
CC(C)CC(=O)NNC(=O)C(C)C
 : i	0%	2%	-0.1%	19%	i	1.1	1%	2%
COc1ccc(Cn2c(C3CC3)nc3ccc(NC(C)=O)cc3c2=O)cc1
 : i	8%	?	3.0%	-33%	i	-0.1	-1%	-5%
CCN(CC)S(=O)(=O)c1cccc(NC(=O)Nc2cccc(C(F)(F)F)c2)c1
 : i	?	2.6µM*	-1.7%	11µM*	?	-0.7	-23%	7.9µM*
COc1cc(CN2CC(=O)N(c3cccc(Cl)c3C)C2=S)cc(OC)c1OC
 : i	-9%	?	8.8%	-22%	i	-0.1	2%	-19%
Cc1ccc(S(=O)(=O)NC(C)C(=O)Nc2ccccc2C(=O)N2CCCC2)cc1 (stereo unspecified)
 : i	20%	25%	-0.6%	-2%	i	0.9	-2%	-27%
COC(=O)CCCCCCCCC(O)C[N+]1(C)CCOCC1 (stereo unspecified)
 : i	4%	1%	0.1%	0%	i	-1.6	1%	1%
O=C(Nc1ccccc1N1CCN(c2ccc(F)cc2)CC1)C12CC3CC(CC(C3)C1)C2
 : i	-9%	-3%	0.1%	-3%	i	-2.0	-1%	0%
CCCCn1c(=O)c2c(nc3n2CCCN3Cc2ccccc2)n(C)c1=O
 : i	-4%	?	0.3%	-14%	i	-1.3	1%	0%
COC(=O)/C=C/C(=O)N1CCN(c2ccccc2C)CC1
 : i	-3%	6%	?	-3%	?	-0.8	-1%	2%
CCC(=O)Nc1ccccc1Nc1cc(C#N)c(C#N)cc1[N+](=O)[O-]
 : i	-15%	-6%	0.1%	-46%	i	0.6	-5%	-16%
COc1ccccc1NC(=O)CSC(N)=O
 : i	-6%	2%	?	-6%	i	-1.4	1%	12%
CC(=O)NS(=O)(=O)c1ccc(NC(=O)/C=C/c2ccccc2)cc1
 : i	-3%	5%	-0.7%[9.22 µM]	2%	i	1.5	-1%	0%
CC(=O)Nc1nc(C(=O)Nc2c(C)n[nH]c2C)cs1
 : i	-4%	15%	-0.7%	-15%	?	0.2	-1%	16%
CCOc1ncccc1C(=O)N1CCN(S(=O)(=O)c2ccc3c(c2)OCCO3)CC1
 : i	1%	-3%	-0.1%	-17%	i	-0.4	1%	-3%
COc1ccc(C(=O)O)cc1S(=O)(=O)NCc1cccnc1
 : i	0%	1%	-0.8%	-1%	i	-0.6	1%	0%
Cc1[nH]c2ccccc2c1/C=C/c1nc2ccccc2c(=O)[nH]1
 : i	-1%	?	22%	-120%	?	-1.0	-9%	?
O=C(NC1CCCN(Cc2ccc(Cl)cc2)C1)c1c(F)cccc1F (stereo unspecified)
 : i	0%	-15%	-0.4%[9.22 µM]	-9%	i	2.3	1%	-10%
COc1ccc(NC(=O)c2cc(=O)c3cc(C)cc(C)c3o2)cc1
 : nt	-17%	-26%	-0.3%	6%	i	nt	nt	16%

Continued; the last two above are carried over.
Every second line gives: Akt phos inh	A549 tox	Nrf2 inh	Nrf2 activator	HepG2 tox	ATXN viability	CCT modulator	Mm-Cpn inhibitor	TGFb SMAD3 inh
O=C(NC1CCCN(Cc2ccc(Cl)cc2)C1)c1c(F)cccc1F (stereo unspecified)
 : i	0%	-15%	-0.4%[9.22 µM]	-9%	i	2.3	1%	-10%
COc1ccc(NC(=O)c2cc(=O)c3cc(C)cc(C)c3o2)cc1
 : nt	-17%	-26%	-0.3%	6%	i	nt	nt	16%
COc1ccc(/C=C2\C(=O)NC(=S)N2C(=O)c2ccc(F)cc2)cc1
 : i	-12%	12%	3.6%	-18%	i	-2.7	1%	113%[activator]
CC(=O)CCC(=O)NC1CCCc2c1cnn2-c1ccc(C(C)(C)C)cc1 (stereo unspecified)
 : i	-1%	?	2.9%	-12%	?	-0.3	-2%	6%
Cn1c(=O)cc(OCCCC(=O)Nc2cccc(Cl)c2)c2ccccc21
 : i	nt	nt	4.2%	-21%	i	1.0	nt	1%
CCN(CC)S(=O)(=O)c1cccc(C(=O)Nc2nnc(C)s2)c1
 : i	2%	6%	0.4%	6%	i	-1.1	1%	9%
COc1ccc(CCNc2nc(SCc3ccc(Cl)cc3)nc3ccccc23)cc1OC
 : nt	-9%	nt	0.3%	-15%	nt	nt	nt	0%
Cc1cc2n(n1)C(c1ccco1)Nc1ccccc1-2 (stereo unspecified)
 : i	-4%	-5%	9.3%	-2%	i	-0.2	0%	16%
CCCCn1nnc(N(C(=O)c2cccs2)C(=O)c2cccs2)n1
 : i	3%	?	5.7%	-39%	i	1.3	4%	?
CC(C)(C)c1csc(NC(=O)c2ccccc2O)n1
 : i	-7%	?	8.3%	-12%	i	-1.0	-6%	?
O=C(Nc1ccc(F)cc1)NC1(C(=O)NCc2ccc3c(c2)OCO3)CCCCC1
 : i	-20%	?	-0.5%	-7%	i	1.7	2%	-4%
CC(C)C[C@H]1CN([C@@H](Cc2ccc(O)cc2)CN2CCC[C@@H]2CN2C(=O)C(=O)NC[C@@H]2Cc2ccccc2)C(=O)C(=O)N1CC1CCCCC1
 : i	3%	-10%	5.1%	-4%	?	-1.0	nt	?
COC(=O)c1ccc(NC(=O)Nc2ccc3c(c2)OCO3)cc1
 : i	-6%	8%	-0.4%	9%	i	-1.9	-1%	0%
OC(C#CCCN1CCCCC1)(c1ccccc1)C1CCCCC1 (stereo unspecified)
 : i	-7%	-4%	0.1%	-5%	i	0.0	1%	4%
CC(C)(C)NCC(O)COCc1ccc(Cl)cc1 (stereo unspecified)
 : i	-3%	6%	-0.2%	14%	?	-0.5	0%	42%[activator]
Cc1ncc2c(n1)-c1cc(F)ccc1SC2
 : i	1%	-21%	-0.5%	1%	i	-1.2	0%	1%
CCN1CCN(c2ccc(S(=O)(=O)N3CCCCC3)cc2NC(=O)c2cccc(Cl)c2)CC1
 : i	1%	3%	3.2%	-13%	i	1.3	-1%	-20%
O=C(Nc1nccs1)c1ccc(COc2ccccc2Cl)o1
 : i	-16%	?	5.8%	2%	?	-7.4	-13%	-14%
C[C@H](CO)N1C[C@H](C)[C@H](CN(C)S(=O)(=O)c2cn(C)cn2)OCc2cnnn2CCCC1=O
 : i	nt	nt	0.5%	-1%	i	-2.4	nt	17%
Cc1cc(C(=O)CSc2nnc(NCc3ccccc3)s2)c(C)n1C
 : i	?	-21%	-0.7%	-6%	?	0.1	-1%	-7%
O=S1(=O)CCC(NC(=S)Nc2ccc3ccccc3c2)C1 (stereo unspecified)
 : i	-11%	?	4.1%	2%	i	-0.4	2%	18%
CCOc1ccc(C(=O)NC2CCN(S(=O)(=O)c3ccccc3)CC2)cc1
 : i	2%	1%	-0.4%	-27%	i	-1.3	0%	23%
O=C(CCn1nc(-c2ccc(Cl)cc2)c2ccccc2c1=O)NCC1CCCO1 (stereo unspecified)
 : i	0%	-29%	-0.3%	-9%	i	-1.7	2%	-4%
O=C(CN1C(=O)NC2(CCCC2)C1=O)Nc1cccc(Cl)c1
 : i	2%	?	-0.2%	12%	i	-0.5	2%	-20%
CC(CNC(=O)c1ccc2nc(Cc3ccccc3)oc2c1)c1ccccc1 (stereo unspecified)
 : nt	8%	nt	6.7%	-30%	?	nt	nt	-15%
CC(=O)NNc1nc(-c2ccccc2)cs1
 : i	?	22%	5.5%	2%	i	-2.2	0%	2%
COc1ccc(C2C(C(=O)N3CCCCC3)CCC(=O)N2c2cc(OC)c(OC)c(OC)c2)cc1 (stereo unspecified)
 : i	-2%	3%	-0.6%	6%	i	0.8	1%	0%
Cc1csc(NC(=O)CSc2nnc(C)n2Cc2ccco2)n1
 : i	-12%	-12%	3.2%	-5%	i	0.6	1%	1%
C/C(=N/NC(=O)c1sc(NS(=O)(=O)c2ccccc2)nc1C)c1ccc(F)cc1
 : i	-2%	-6%	-0.6%	15%	i	-1.1	0%	-16%
CN(C)c1ccc(-c2noc(C3CCN(S(=O)(=O)c4cccc(Cl)c4)CC3)n2)cc1
 : nt	-9%	nt	-0.7%	-23%	i	-1.7	-2%	-18%
CCCCn1cc(S(=O)(=O)c2ccc(C)cc2)c(=O)c2cc(F)c(N3CCCCC3)cc21
 : nt	-14%	?	0.1%	-24%	nt	nt	nt	-4%
NC(=O)c1ccsc1NC(=O)COC(=O)CCOc1ccccc1
 : i	0%	?	0.0%	18%	i	0.9	3%	0%
COc1cc2c(cc1OC)CN(C(=S)Nc1ccccc1)CC2
 : i	5%	-5%	-0.3%	-3%	i	-2.4	-1%	-9%
Cc1nn(CC(=O)N2CCN(Cc3ccccc3)CC2)c(=O)c2ccccc12
 : i	0%	-2%	-0.3%	2%	i	1.1	0%	1%
CCOC(=O)CC(=O)CSc1nc2c(cc1C#N)CCCCCC2
 : i	2%	5%	0.1%	15%	i	0.2	-6%	-8%
CC(C)N1CC(C(=O)Nc2ccc(S(=O)(=O)N3CCCCC3)cc2)CC1=O (stereo unspecified)
 : i	9%	-12%	0.0%	-5%	i	0.1	-3%	0%
CC1=C(C(=O)N(C(C)C)C(C)C)CC(CC(=O)NCc2cccc3ccccc23)C(=O)N1CCC1=CCCCC1 (stereo unspecified)
 : i	nt	nt	-2.3%	-48%	nt	0.5	nt	?
CCOC(=O)N/N=C(/c1ccccc1)C1CCCCC1
 : i	-2%	0%	-0.2%	4%	i	1.5	-5%	8%
